Screens from PubChem BioAssay.
PMI act hi M6P: human PMI activators, high substrate, primary screen, biochemical, fluorescence intensity, near-saturating mannose 6-phosphate; coupled PMI enzyme assay, resazurin fluorescence, 20 min; active compounds read high; 1 = untreated enzyme, 0 = substrate-free blank; 0.34% of 190,000 active; activation factor at 20 µM;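 active means activation factor of 2 or more at 20 µM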
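Material: human phosphomannose isomerase with PGI, G6PDH, diaphorase coupling enzymes; amount: PMI at 15 ng/mL final; also added: Mannose-6-phosphate 1.0 mM (near-saturating) plus 0.22 mM NADP+; incubation: enzyme reaction with compound 20 min at room temperature; signal: resorufin fluorescence (Ex 544/Em 590 nm) from resazurin via diaphorase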
Diaphorase inh: diaphorase inhibitors and chemical oxidizers, primary screen, counter-screen for diaphorase-coupled primary assays, biochemical, uHTS, resorufin fluorescence. diaphorase resazurin-to-resorufin fluorescence, NADH, 16 min; bacterial (C. kluyveri) enzyme, not human. AID 1217, 2008. 0.69% of 190,000 active. inhibition, % at 20 µM;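 active means primary screen inhibition at 20 µM above a set limit, cut at about 50% in these data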;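 further: plate controls were DMSO with full reaction for no effect and wells lacking NADH for full effect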
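material = Clostridium kluyveri diaphorase enzyme | amount = 0.14 U/mL diaphorase, enzyme working solution | schedule = incubation 16 min, room temperature | detection = fluorescence of resorufin formed from resazurin, Ex 544/Em 590 nm | benchmarks = positive control minus NADH, DMSO neutral control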
S1P3 antag: S1P3 receptor antagonists, primary screen, cell-based; Sphingosine 1-phosphate receptor 3 (Homo sapiens), Q99500; inhibition, % at 4.98 µM; 0.27% of 170,000 active; CHO S1P3 NFAT-BLA reporter, FRET fluorescence, antagonist mode;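 active means inhibition above the plate cutoff, the mean inhibition of test wells on that plate plus 3 SD, cut at about 28% in these data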;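 further: cells challenged with S1P at its EC80 of 0.8 µM; blue over green emission ratio from cleaved BLA substrate after 4 h stimulation; 0% = S1P-stimulated wells and 100% = unstimulated DMSO-only wells; some compounds past the cut are filed as inactive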
Target sequence (Q99500 whole entry, looked up): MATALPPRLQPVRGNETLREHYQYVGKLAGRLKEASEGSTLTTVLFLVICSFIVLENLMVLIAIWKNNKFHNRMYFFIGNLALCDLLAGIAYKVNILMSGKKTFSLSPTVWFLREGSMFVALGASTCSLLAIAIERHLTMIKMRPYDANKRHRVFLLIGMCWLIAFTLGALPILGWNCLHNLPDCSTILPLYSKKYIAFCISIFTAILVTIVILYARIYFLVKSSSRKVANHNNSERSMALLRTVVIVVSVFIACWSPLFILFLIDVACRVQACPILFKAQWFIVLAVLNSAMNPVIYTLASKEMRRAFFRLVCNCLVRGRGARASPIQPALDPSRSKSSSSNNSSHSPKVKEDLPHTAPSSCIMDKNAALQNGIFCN
SRC2 TRFRET art: TR-FRET signal artefacts, primary screen, artefact control for PPARgamma SRC-2 agonist project, biochemical; TR-FRET artefact counter-screen; active compounds read high; TR-FRET ratio at 8 µM; 0.4% of 200,000 active; in the data active means TR-FRET ratio above about 2000; further: inactives centre near 1500
PPARg SRC3 recr: PPARgamma agonists recruiting SRC-3 coactivator, primary screen, biochemical; Peroxisome proliferator-activated receptor gamma (Homo sapiens), P37231; biochemical PPARgamma/SRC-3 coactivator recruitment assay; activation, % at 8 µM; 0.26% of 200,000 active; AID 731, 2007; in the data active means activation above about 23%;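 further: 0% = DMSO and 100% = reference agonist; some compounds past the cut are filed as inactive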
Target sequence (P37231 whole entry, looked up): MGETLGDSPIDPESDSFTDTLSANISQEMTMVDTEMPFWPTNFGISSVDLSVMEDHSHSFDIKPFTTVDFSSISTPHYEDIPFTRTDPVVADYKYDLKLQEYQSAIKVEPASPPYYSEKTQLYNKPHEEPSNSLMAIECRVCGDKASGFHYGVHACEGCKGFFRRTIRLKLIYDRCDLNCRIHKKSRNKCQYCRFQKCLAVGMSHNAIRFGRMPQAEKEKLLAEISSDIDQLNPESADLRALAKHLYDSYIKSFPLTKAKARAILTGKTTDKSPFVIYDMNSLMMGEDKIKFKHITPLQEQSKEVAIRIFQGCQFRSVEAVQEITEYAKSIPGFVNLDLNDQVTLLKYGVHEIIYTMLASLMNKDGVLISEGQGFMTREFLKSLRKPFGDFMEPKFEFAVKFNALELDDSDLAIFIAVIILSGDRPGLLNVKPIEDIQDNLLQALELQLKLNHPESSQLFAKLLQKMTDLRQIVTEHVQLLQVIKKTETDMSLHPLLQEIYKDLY
G6PDH counter: L. mesenteroides G6PDH inhibitors, counter-screen for G6PDH-coupled screening assays, biochemical, Leuconostoc mesenteroides enzyme; glucose-6-phosphate dehydrogenase [Leuconostoc mesenteroides]; Purified L. mesenteroides G6PDH, diaphorase/resazurin coupled fluorescence, 45 min; inhibition, % at 5 µM; 0.12% of 200,000 active; AID 1020, 2008; in the data active means inhibition above about 50%
Diaph act CS: compounds boosting diaphorase resazurin reduction – biochemical, uHTS, resorufin fluorescence, counter-screen for diaphorase-coupled primary assays, primary screen; Diaphorase/resazurin coupled assay, 16 min; active compounds read high; 1 = vehicle wells, 0 = NADH-free wells; activation factor at 20 µM; 0.005% of 190,000 active; AID 1229, 2008;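 active means diaphorase activity raised at least twofold by the compound at 20 µM; inactive means activation factor below 2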
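Test system: Clostridium kluyveri diaphorase, purified enzyme. Buffer or medium: 50 mM HEPES pH 7.4 buffer plus MgCl2 and Tween 20. Also added: 0.114 mM NADH and 0.1 mM resazurin, final amounts. Dosing: compound 20 µM once, DMSO 1%. Schedule: 16 min enzyme reaction, ambient temperature. Detection: fluorescence of resorufin, 544 nm excitation, 590 nm emission.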
ROMK primary: ROMK potassium channel modulators, primary screen, cell-based, thallium flux, MLSMR library. ATP-sensitive inward rectifier potassium channel 1 (Homo sapiens), P48048. Tet-inducible ROMK, thallium flux fluorescence; actives lie on both sides. B-score at 10 µM. 2% of 130,000 active. AID 1918, 2009;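 active means signal ratio slope over the read window, or its plate-corrected B-score, at least 3 SD from the plate mean, either direction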;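 further: B-score of the F/F0 ratio slope over 7 to 12 s after thallium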
PMI act: activators of human PMI, primary screen, biochemical, fluorescence intensity, near-Km mannose 6-phosphate | Mannose-6-phosphate isomerase (Homo sapiens), P34949 | purified human PMI, coupled resazurin fluorescence, 20 min; active compounds read high; 1 = vehicle control, 0 substrate-free wells | activation factor at 20 µM | 0.005% of 190,000 active;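 active means activation factor of 2 or more at 20 µM, relative to plate controls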
PPARg SRC-2 ag: agonists of PPARg-SRC-2 recruitment, primary screen, biochemical, HTS. Peroxisome proliferator-activated receptor gamma (Homo sapiens), P37231. PPARgamma LBD-SRC-2 recruitment. activation, % at 8 µM. 0.34% of 200,000 active. AID 1032, 2008; in the data active means activation above about 22%;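 further: 0% = vehicle and 100% = reference agonist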
PPARg SRC1 recr: PPARgamma agonists recruiting SRC-1 coactivator, primary screen, biochemical; Peroxisome proliferator-activated receptor gamma (Homo sapiens), P37231; PPARgamma-SRC-1 coactivator recruitment biochemical assay; activation, % at 8 µM; 0.41% of 200,000 active; in the data active means activation above about 19%;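 further: 0% = DMSO and 100% = reference agonist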
* = called active by the depositor; . = no result given. Hits appear at their usual frequency; about 3.3% have a hit in one of these screens.

SMILES | PMI act hi M6P | Diaphorase inh | S1P3 antag | SRC2 TRFRET art | PPARg SRC3 recr | G6PDH counter | Diaph act CS | ROMK primary | PMI act | PPARg SRC-2 ag | PPARg SRC1 recr
Cc1ccnc(NC(=O)Nc2cccc(F)c2)c1 | 1 | -1 | 12 | 1446 | -2 | -1 | 1 | . | 1 | -8 | -10
CCOC(=O)N1CCC2(CC1)C(C#N)=C(N)OC1=C2C(=O)CC(C)(C)C1 | 1 | 5 | . | 1567 | -1 | 3 | 1 | . | 1 | -8 | 0
Nc1c(C(=O)NCc2ccco2)nnn1Cc1ccccc1 | 1 | 15 | . | 1459 | 1 | 7 | 0.9 | -0.32 | 1 | 3 | 0
CCOC(=O)C1=C(CS(=O)(=O)c2ccccc2)NC(=O)NC1c1ccccc1OCC (stereo not given) | 0.9 | 18 | -3 | 1700 | 3 | 5 | 0.8 | . | 0.9 | 12 | 6
COc1ccc(NC(=O)CSc2nnc(CNC(=O)c3ccco3)n2-c2ccccc2OC)cc1 | 0.9 | 3 | -36 | 1599 | -1 | 15 | 1 | 1.4 | 1 | 4 | 4
CCc1ccc(NC(=O)N(CCOC)C2CCN(C(C)=O)CC2)cc1 | 1.1 | 0 | . | 1625 | 10 | 2 | 1 | 1 | 0.9 | 8 | 2
CCOC(=O)C1=C(c2ccccc2)N=c2s/c(=C\c3ccc(O)cc3)c(=O)n2C1c1cccs1 (stereo not given) | 0.9 | 30 | . | 1599 | -6 | -5 | 0.7 | . | 0.8 | -10 | -9
O=C(CN1CCCC(O)C1)N1c2ccccc2Sc2ccc(C(F)(F)F)cc21 (stereo not given) | 1 | 4 | 2 | 1597 | 8 | 8 | 1 | . | 0.9 | 3 | 10
Cc1ccccc1N1CCN(Cc2c[nH]c3ccccc23)CC1 | 1 | 10 | . | 1343 | -11 | 4 | 0.9 | -1.5 | 1 | 3 | 5
CN1CCN(c2ccc(NC(=O)c3ccc(C(F)(F)F)cc3)cn2)CC1 | 1.1 | 7 | -13 | 1730 | -1 | 10 | 0.9 | 0.41 | 1.1 | 0 | 2
FC(F)(F)c1cccc(NC(=S)N2CCCCCC2)c1 | 1.1 | -20 | -7 | 1539 | 2 | 5 | 1.2 | -2.5 | 1.1 | -6 | 0
O=C(CCc1ccc(S(=O)(=O)NCc2ccccc2)cc1)NCc1ccco1 | 0.9 | 13 | -11 | 1427 | -4 | 3 | 0.9 | -0.24 | 0.9 | 0 | -2

Compound profiles (already shown):
Results for FC(F)(F)c1cccc(NC(=S)N2CCCCCC2)c1 → PMI act hi M6P = 1.1; Diaphorase inh = -20; S1P3 antag = -7; SRC2 TRFRET art = 1539; PPARg SRC3 recr = 2; G6PDH counter = 5; Diaph act CS = 1.2; ROMK primary = -2.5; PMI act = 1.1; PPARg SRC-2 ag = -6; PPARg SRC1 recr = 0
Results for CN1CCN(c2ccc(NC(=O)c3ccc(C(F)(F)F)cc3)cn2)CC1 → PMI act hi M6P = 1.1; Diaphorase inh = 7; S1P3 antag = -13; SRC2 TRFRET art = 1730; PPARg SRC3 recr = -1; G6PDH counter = 10; Diaph act CS = 0.9; ROMK primary = 0.41; PMI act = 1.1; PPARg SRC-2 ag = 0; PPARg SRC1 recr = 2

(cont.)
SMILES | PMI act hi M6P | Diaphorase inh | S1P3 antag | SRC2 TRFRET art | PPARg SRC3 recr | G6PDH counter | Diaph act CS | ROMK primary | PMI act | PPARg SRC-2 ag | PPARg SRC1 recr
O=C(Cc1ccccc1[N+](=O)[O-])NCc1ccc(Cl)cc1 | 1.1 | 8 | 8 | 1861 | 0 | 4 | 0.9 | -1.5 | 1.1 | 1 | 7
Cc1ccc(-c2nc(C3CCCN(S(=O)(=O)c4ccc(C)cc4)C3)no2)cc1 (stereo not given) | 0.9 | 22 | -6 | 1846 | 1 | -2 | 0.8 | . | 0.9 | 2 | 1
COc1ccc(CN=C(NS(=O)(=O)c2cccs2)SC)cc1 | 0.6 | 21 | 0 | 1411 | -4 | -8 | 0.8 | . | 0.9 | 0 | -8
CC(C)NC(=O)CN1C(=O)c2ccccc2S1(=O)=O | 0.8 | 20 | -25 | 1614 | 6 | 9 | 0.8 | 0.25 | 0.9 | 7 | 2
CC(C)CNc1oc(-c2ccccc2Cl)nc1C#N | 0.9 | 38 | -25 | 1776 | 11 | 16 | 0.6 | -0.6 | 0.9 | 6 | 6
COc1cccc(/C=C/c2ccncc2)c1OC | 1 | 14 | -19 | 1728 | 8 | -3 | 0.9 | . | 0.9 | 7 | -6
COc1cccc(N2CC(C(=O)OC(C)C(=O)c3ccccc3)CC2=O)c1 (stereo not given) | 0.9 | 8 | -7 | 1641 | -1 | 6 | 0.9 | -0.5 | 0.8 | -5 | 5
C1CCc2nnc(C3CC3)n2CC1 | 1 | 0 | -2 | 1689 | -5 | 7 | 1 | . | 1.1 | 1 | 10
CCOC(=O)C(=O)c1c(-c2ccccc2)nc2ccccn12 | 1.1 | -10 | -8 | 1443 | -5 | 5 | 1.1 | -0.97 | 1.1 | 0 | -6
C/C(=N\NC(=O)COc1ccccc1)c1ccc(O)cc1 | 0.9 | 1 | -14 | 1657 | 3 | 16 | 1 | -0.3 | 0.9 | -3 | 5
COc1ccc(OC)c(S(=O)(=O)N2CCCCC2C(=O)N2CCN(c3ccccn3)CC2)c1 (stereo not given) | 0.9 | 15 | 2 | 1747 | 3 | 4 | 0.9 | -0.83 | 0.9 | 4 | 1
CCC(=O)N/N=C(\C)CC(=O)Nc1cccc([N+](=O)[O-])c1 | 1 | 9 | -1 | 1633 | 1 | 4 | 0.9 | -0.31 | 1.1 | 11 | 4
CCOC(=O)/C(=N\Nc1ccccc1Cl)N(C)C1CCCCC1 | 1.8 | 20 | -13 | 1325 | -1 | 2 | 0.8 | 0.5 | 1.6 | 7 | 0
O=C(c1ccccc1)c1cccn1CC(=O)N1CCN(c2ccccc2)CC1 | 0.9 | 11 | -9 | 1673 | 3 | -1 | 0.9 | . | 0.9 | 12 | 6
C/C(N)=C(/C#N)C(=O)CSc1nc(C2CCCCC2)n(-c2ccccc2)n1 | 1.1 | -7 | -9 | 1551 | 0 | 6 | 1.1 | . | 1.1 | 6 | -4
CCOC(=O)Cn1nc(C)c(NC(=O)COc2ccccc2)c1C | 1 | -4 | -8 | 1554 | 1 | 16 | 1 | 0.019 | 1 | -2 | 2
CCCCCSc1nc2c(c(=O)[nH]c(=O)n2C)n1C(C)C | 0.9 | 8 | 13 | 1422 | 6 | -19 | 0.9 | . | 1 | 5 | 2
CC1(C)Cc2c(ccc3ccccc23)C2=C(C(=O)N3CCCC3)C(=O)C(=O)N21 | 0.4 | 13 | -20 | 1539 | 5 | 8 | 0.9 | 0.43 | 0.9 | -1 | 7
O=[N+]([O-])c1ccc2[nH]ncc2c1 | 1 | 18 | -5 | 1721 | 2 | 6 | 0.8 | -0.057 | 1.1 | 1 | 6
CCC(C)(C)n1nnnc1C(c1ccc(C)cc1)N1CCSCC1 (stereo not given) | 1 | -4 | . | 1645 | 11 | 3 | 1 | . | 1.1 | 7 | -4
Cc1ccc(CNC(=O)C2CC(=O)OC23CCCC3)c(C)c1 (stereo not given) | 0.9 | 11 | -5 | 1448 | 5 | 6 | 0.9 | 0.22 | 1.1 | 7 | 4
Cn1c(COc2nnc(-c3ccc(Cl)cc3)c3ccccc23)nc2ccccc21 | 1 | 1 | . | 1601 | 10 | 1 | 1 | . | 1 | 11 | -6
C=CCNC(=O)c1ccccc1NC(=O)c1ccccc1 | 1.1 | 2 | -10 | 1622 | -5 | 3 | 1 | . | 1 | 1 | -2
Cc1[nH]nc2c1C1(CCC(c3ccccc3)CC1)C(C#N)=C(N)O2 (stereo not given) | 0.9 | 36 | -32 | 1316 | 7 | 4 | 0.6 | . | 0.9 | 4 | 0
O=C(O)c1ccc2c(c1)C(=O)N(Cc1ccccc1)C2=O | 0.9 | 15 | -3 | 1487 | 6 | 2 | 0.8 | . | 0.9 | -10 | -5
O=[N+]([O-])c1cc(S(=O)(=O)NCCN2CCOCC2)ccc1Sc1nnnn1-c1ccccc1 | 0.9 | 24 | 2 | 1619 | 3 | 5 | 0.8 | -0.24 | 1 | 9 | 5
Cc1ccc(S(=O)(=O)c2n[nH]n3c2nc(=O)c2ccccc23)cc1 | 1 | 10 | 15 | 1436 | -12 | 1 | 0.9 | -0.34 | 1 | 3 | 8
Cc1nnc(NC(=O)CSc2ccc3nnc(-c4cccnc4)n3n2)s1 | 1.1 | 11 | -3 | 1489 | 0 | -5 | 0.9 | -0.44 | 1.2 | -2 | -9
Cc1ccc2nc3sc(-c4nnc(-c5ccccc5[N+](=O)[O-])o4)c(N)c3cc2c1 | 1 | 5 | . | 1269 | -5 | -64 | 1 | . | 0.9 | 6 | 0
CS(=O)(=O)Cc1cc(Sc2ccccc2)nc(-c2ccncc2)n1 | 1 | -9 | 3 | 1665 | -4 | 9 | 1.1 | -0.75 | 1 | 5 | 7
CCCN1CCN(C(=O)Nc2ccc(C(=O)OCC)cc2)CC1 | 1 | 10 | . | 1663 | 14 | -6 | 0.9 | . | 0.9 | 6 | 9
C(=N\N(c1ccccc1)c1ccccc1)/c1ccc(N2CCOCC2)s1 | 0.9 | 19 | -8 | 1866 | 1 | 0 | 0.8 | 0.62 | 0.9 | 13 | 2
Cc1ccc(S(=O)(=O)N(C)c2cc(S(N)(=O)=O)c(C)cc2C)cc1 | 1 | 4 | 1 | 1649 | 4 | 3 | 1 | 0.32 | 1 | 3 | 2
CSc1n[nH]c(NC(C)=O)n1 | 1.1 | 10 | . | 1505 | -3 | 2 | 0.9 | . | 1.1 | 2 | 1
CCN(CC)CCNC(=O)c1ccc(NC(=O)c2cccc(S(=O)(=O)Nc3ccc(C)cc3)c2)cc1 | 0.9 | 1 | -6 | 1556 | 10 | -2 | 1 | -0.24 | 0.9 | 9 | 7
